# PP5 inh: PP5 phosphatase inhibitors, primary screen, biochemical, fluorescence; Serine/threonine-protein phosphatase 5 (Homo sapiens), P53041; AID 1987, 2009; inhibition, % at 6.7 µM; purified PP5c, OMFP substrate fluorescence; 320,000 tested, 0.18% active;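 active means inhibition above the campaign's mean inhibition across all tested compounds plus 3 SD, cut at about 9.5% in these data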;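 further: 0% = DMSO only and 100% = 100 µM cantharidin control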
# EBNA-1 inh: EBNA-1 DNA-binding inhibitors, primary screen, biochemical, fluorescence polarization; AID 1950, 2009; 300,000 tested, 0.34% active; inhibition, % at 14.8 µM; in the data active means inhibition above about 28%
# HCV core dimer: inhibitors of HCV core protein dimerization, primary screen, biochemical, TR-FRET, high-throughput; TR-FRET GST/Flag-core106 dimerization, 1536-well; inhibition, % at 5 µM; 300,000 tested, 0.33% active;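 active means inhibition above the mean of all tested compounds plus 3 SD, set per screening campaign, cut at about 45% in these data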
#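 Material: GST/Flag-tagged HCV core106 proteins. Incubation: 4 h, 22.5 °C incubation. Read-out basis: inhibition (%) from 671 over 617 nm ratio. Measured by: TR-FRET, excitation 340 nm, emission 617 and 671 nm.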
# PP1 counter: PP1-alpha phosphatase inhibitors, primary screen, counter-screen for PP5 inhibitor project, biochemical, fluorescence, OMFP substrate, single point. Serine/threonine-protein phosphatase PP1-alpha catalytic subunit (Homo sapiens), P62136. inhibition, % at 6.7 µM. AID 2235, 2010. 320,000 tested, 0.9% active. purified PP1alpha;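 active means inhibition above the mean inhibition of all tested compounds plus 3 SD, computed separately for each screening campaign, cut at about 15% in these data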
# Target sequence (P62136 whole entry, looked up): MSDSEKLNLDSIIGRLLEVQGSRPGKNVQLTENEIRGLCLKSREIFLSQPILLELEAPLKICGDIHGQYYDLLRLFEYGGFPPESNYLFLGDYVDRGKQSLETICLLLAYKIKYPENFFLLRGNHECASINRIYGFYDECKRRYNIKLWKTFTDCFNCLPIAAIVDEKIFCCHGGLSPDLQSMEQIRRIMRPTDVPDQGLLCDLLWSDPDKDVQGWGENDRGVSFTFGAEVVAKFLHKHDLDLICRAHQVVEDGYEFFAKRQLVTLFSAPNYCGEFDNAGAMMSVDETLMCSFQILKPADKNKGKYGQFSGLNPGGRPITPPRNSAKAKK
# ZTA counter: blocks Epstein-Barr virus ZTA, an EBNA-1 counter-screen. P03206. ZTA-DNA binding, fluorescence polarization. inhibition, % at 11 µM. 320,000 tested, 0.15% active; in the data active means inhibition above about 33%
# Target sequence (P03206 whole entry, looked up): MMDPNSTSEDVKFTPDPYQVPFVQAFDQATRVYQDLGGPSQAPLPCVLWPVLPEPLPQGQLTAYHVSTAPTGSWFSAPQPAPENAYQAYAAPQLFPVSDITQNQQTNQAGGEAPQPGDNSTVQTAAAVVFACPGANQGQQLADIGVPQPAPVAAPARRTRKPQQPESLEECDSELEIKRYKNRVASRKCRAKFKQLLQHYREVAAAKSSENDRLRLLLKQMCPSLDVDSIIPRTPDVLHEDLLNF
# TPT1 inh: Candida albicans TPT1 enzyme inhibitors, primary screen, biochemical, fluorescence polarization; recombinant caTPT1, FP RNA substrate dephosphorylation; tRNA 2'-phosphotransferase TPT1 (Candida albicans SC5314); 300,000 tested, 0.81% active; inhibition, % at 5 µM;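 active means inhibition above the mean of all tested compounds plus 3 SD, set per screening campaign, cut at about 24% in these data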;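 further: plate controls were DMSO alone for no effect and ferristatin control at 100 nM for full effect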
# CR mimetic SO: reduction of superoxide in aged yeast, primary screen, HTS; S. cerevisiae aged cells, superoxide DHE fluorescence; stronger effect = lower value; superoxide response (% of plate mean), % at 10 µM; 330,000 tested, 0.18% active;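 active means superoxide response under a set limit, about three screen SD below normal, cut at about 65% in these data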;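 further: yeast aged for seven days with compound at 30 °C before DHE staining; 100% = average MFI of all compound-treated wells on the plate with controls excluded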
# GASC-1 inh: inhibitors of GASC-1 histone demethylase, primary screen, biochemical, fluorescence, DELFIA europium; Lysine-specific demethylase 4C (Homo sapiens), Q9H3R0; GST-JMJD2C(1-420) H3K9me3 demethylation; inhibition, % at 2.35 µM; 330,000 tested, 0.069% active; AID 2099, 2009;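 active means more than half of a compound's replicate wells show inhibition beyond 50%, single wells judged on their own value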;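 further: signal counts dimethyl H3K9 product captured on neutravidin plate; 0% = median of DMSO wells and 100% = 0.3 times that DMSO median; strong numbers were not always called active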
# Target sequence (Q9H3R0 1-420 limits assumed): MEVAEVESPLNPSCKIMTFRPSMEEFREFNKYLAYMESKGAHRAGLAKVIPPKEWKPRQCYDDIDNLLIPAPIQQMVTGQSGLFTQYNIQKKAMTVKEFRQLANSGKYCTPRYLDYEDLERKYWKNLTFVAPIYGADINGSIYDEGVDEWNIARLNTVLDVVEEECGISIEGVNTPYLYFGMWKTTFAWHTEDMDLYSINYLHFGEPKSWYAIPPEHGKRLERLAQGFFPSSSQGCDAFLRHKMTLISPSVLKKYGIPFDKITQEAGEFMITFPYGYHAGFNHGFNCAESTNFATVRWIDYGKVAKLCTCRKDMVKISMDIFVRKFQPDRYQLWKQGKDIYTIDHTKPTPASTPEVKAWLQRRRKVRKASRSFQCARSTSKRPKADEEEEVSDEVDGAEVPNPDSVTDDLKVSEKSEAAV
# CTSL1 counter: Fasciola hepatica cathepsin L1 inhibitors, primary screen, counter-screen for PFM18AAP inhibitor project, biochemical, QFRET, fluorogenic peptide substrate. recombinant F. hepatica cathepsin L1, Z-Leu-Arg-MCA fluorescence. inhibition, % at 5.96 µM. 300,000 tested, 0.49% active;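 active means inhibition above the mean of all tested compounds plus 3 SD, set per screening campaign, cut at about 17% in these data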;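 further: 0% = plate median of test compound wells and 100% = 1 µM Z-Phe-Ala-diazomethylketone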
# Starred values were filed as active, the others as inactive; i = inactive; nt = no result given.
SMILES,PP5 inh,EBNA-1 inh,HCV core dimer,PP1 counter,ZTA counter,TPT1 inh,CR mimetic SO,GASC-1 inh,CTSL1 counter
COc1ccccc1-n1c(=S)[nH]c2c(sc(=S)n2-c2ccccc2)c1=O,-1.0,5,3,3,9,-3,105,-22,-2
CCc1cc2c(cc3c(=O)n(CC(=O)N4CCN(C)CC4)ncn32)s1,0.9,-8,-12,-2,11,1,119,9,1
N[C@@H](CCC(=O)N[C@@H](CSN=O)C(=O)NCC(=O)O)C(=O)O,2.4,-7,4,0,-2,3,97,nt,2
COc1ccc(S(=O)(=O)NC(C)(C)C)cc1-c1nnc2c3ccccc3c(C)nn12,-0.7,-2,-2,2,-1,-5,99,0,0
CCCCc1c(O)nc(SCC(=O)NCC2CCCO2)[nH]c1=O (configuration not stated),4.5,3,-6,0,-17,-8,92,-2,-7
O=C(CCc1nc2ccccc2c(=O)[nH]1)OCc1ccc(-c2ccccc2)cc1,-2.4,4,-11,-1,-3,7,102,-12,-4
O=S(=O)(c1cccc(C(F)(F)F)c1)c1ccc(O)cn1,-0.4,-6,0,-3,-2,-1,110,nt,-2
CCc1nccn1S(=O)(=O)c1cc(Br)ccc1OC,2.4,-16,-11,4,4,0,103,-8,-3
CCc1ccc(C(=O)COC(=O)CNC(=O)c2ccc(N3C(=O)c4ccccc4C3=O)cc2)cc1,3.8,9,6,12,17,-2,102,5,3
Cc1[nH]c2ccccc2c1CCNC(=O)CCC(=O)c1ccccc1,1.0,0,-1,-2,6,-2,89,4,0
CCOC(=O)c1c(C)[nH]c(C)c1C(=O)COC(=O)c1cccc(S(=O)(=O)NC)c1,4.1,-8,0,0,12,3,106,6,-2
COc1ccc(NC(=O)CN(C)C(=O)c2cc(CN3C(=O)c4ccccc4C3=O)ccc2OC)cc1,0.5,-4,4,-6,1,0,92,6,-2
CCN(CC)c1ccc(C=Nc2cccnc2Cl)c(O)c1,0.6,-6,1,0,-10,-10,82,21,5
CC(C)CC(=O)c1c[nH]c(C(=O)O)c1,-7.5,-1,-6,-3,6,3,112,-15,2
COc1ccc(NC(=O)c2c(N)cnn2C)cc1,1.0,-1,8,-4,-13,-2,107,4,-2
CCOc1ccccc1NC(=O)C(OC(=O)c1ccc(O)cc1)c1ccccc1 (configuration not stated),0.8,11,6,2,12,2,98,1,-7
CCc1nnc(SCC(=O)Nc2ccccc2)nc1CC,2.0,-5,0,-6,-14,-2,78,2,16
CC1CCCCN1C(=O)CCS(=O)(=O)c1cc2c(cc1Cl)NC(=O)CO2 (configuration not stated),2.1,-19,-5,-2,-1,0,110,-14,-1
CCN(CC)C(=O)CSc1nc2c(sc(=S)n2-c2ccccc2)c(=O)n1-c1ccc(OC)cc1OC,3.0,-15,9,6,-3,-2,118,-5,3
O=C(CCC(=O)N1CCOc2ccccc21)NCCc1ccccc1,1.8,-13,5,-1,-11,-2,101,-11,2
COc1cccc(CNC(=O)CCNC(=O)C2CCN(S(=O)(=O)c3ccccc3)CC2)c1,2.8,6,-1,1,-5,1,107,12,-4
CCc1nnc(NC(=O)CSc2ccc(-c3ccc(-n4cccn4)cc3)nn2)s1,-1.1,-3,7,-1,-2,-2,96,-3,3
COC(=O)C(C(=O)OC)c1ncccc1[N+](=O)[O-],-1.6,-1,1,-8,4,-5,116,-3,-1
COc1cccc(NC(=O)Nc2nc(SC(C)(C)C)ns2)c1,5.2,11,5,17*,8,0,105,7,0
CCCCOc1ccc(/C=C/C(=O)N(CC)CC(=O)Nc2ccc3c(c2)OCCO3)cc1OC,3.9,-17,4,-2,-5,-1,111,-3,4
CC(=O)Nc1ccc(S(=O)(=O)N2CCN(c3ncccn3)CC2)cc1,1.8,-11,-3,-2,-7,-1,99,7,3
Cc1ccc(C)c(NCC(=O)c2ccc(Cl)cc2)c1,0.6,9,-2,1,-9,-2,95,-28,-1
CCCc1cc(=O)oc2cc(C)c(CN3CCCC3)c(O)c12,4.2,-9,53*,2,-23,-3,104,-3,-1
CCCC(=O)OCC(=O)Nc1cc(C(C)(C)C)nn1-c1ccccc1,1.7,-2,4,-1,-1,-5,102,-5,-9
COc1cc(/C=N/NC(=O)c2ccc(NS(=O)(=O)c3cccs3)cc2)cc(OC)c1O,0.5,nt,nt,3,17,nt,112,0,nt
COc1cccc(OC)c1C(=O)N1CCN(S(=O)(=O)c2ccccc2)CC1,0.4,-2,4,5,12,-3,101,-11,-1
CCOC(=O)C(=CNc1cc(C)ccc1[N+](=O)[O-])C(=O)OCC,-2.8,-1,0,-7,9,-1,120,-10,1
COc1ccc(NC2CCCN(C(=O)CSc3ccccc3)C2)cc1OC (configuration not stated),4.8,1,-8,1,3,0,96,18,-1
Cn1c(-c2cc3c(C(F)(F)F)nn(C)c3s2)n[nH]c1=S,2.4,-1,13,-2,17,1,97,10,3
Cc1ccc(S(=O)(=O)N(C)C)cc1NC(=O)COC(=O)c1ccc2c(c1)NC(=O)CS2,-3.6,-4,1,-1,0,1,99,8,-6
O=C(NCc1ccccc1)c1cccc(F)c1F,-1.6,-6,-3,-3,7,3,103,2,-1
Cc1cccc(NC(=O)c2ccc(C)c(S(=O)(=O)N3CCCCC3)c2)n1,-0.5,3,1,-1,13,-2,105,-5,0
c1cc[n+](CCC[n+]2ccccc2)cc1,1.0,2,-6,-1,1,1,89,2,4
Cc1nc(NC(=O)CSc2nnc3ccccn23)c(Cl)cc1Cl,-2.0,1,-2,-2,7,-2,90,1,1
COc1ccc(-c2csc(/C(C#N)=C/Nc3ccc4c(c3)OCCO4)n2)cc1,-1.6,2,27,-2,-1,4,83,-1,0
O=C1CS/C(=N/N=C/c2cccs2)N1Cc1ccc(F)cc1,3.3,-15,-1,-6,4,0,104,13,3
COc1ccc(C2Nc3ccccc3C(=O)N2c2ccc(F)cc2)cc1Cn1nnc2ccccc21 (configuration not stated),2.1,-3,9,2,13,0,99,-3,5
CCNC(=S)NNC(=O)c1cc(-c2ccc(OC)cc2)nc2ccccc12,0.2,-1,-11,-3,3,1,99,-11,-1
O=C(CCCc1cccs1)Nc1ccc2c(c1)OCO2,-2.6,7,2,1,8,1,115,-26,-7
CC(=O)Nc1cccc(-c2nc3ccc(NC(C)=O)cc3s2)c1,2.5,-3,4,4,3,-2,99,-2,0
CCN(CCCNC(=O)COc1cc(=O)n(CC)c2ccccc12)Cc1ccccc1,3.3,-3,-1,-1,6,1,97,12,6
CCN(CC)C(=O)Cn1cc(C(=O)C(=O)NCc2ccco2)c2ccccc21,-1.3,-1,1,-1,5,2,109,-2,0
CCc1cccc2sc(N3CCN(C(=O)c4ccc([N+](=O)[O-])o4)CC3)nc12,4.6,-7,-3,4,-8,-2,96,17,-1
COc1ccc(/C=C2\SC(=N)N(c3ccc(F)cc3)C2=O)cc1,-1.0,6,-1,-1,-7,-6,91,-8,4
Cc1cc(C(=O)CN2C(=O)C(=O)N(Cc3ccccc3)C2=O)c(C)n1-c1ccccc1F,-0.7,2,19,5,-1,-2,95,1,-1
COc1ccc(C)cc1NC(=O)CN1C(=O)COc2ccc(S(=O)(=O)N3CCCCCC3)cc21,3.4,-4,13,7,-16,-3,112,-15,0
O=[N+]([O-])c1ccccc1-n1cnc2ccccc21,1.2,-14,6,-1,2,-3,114,0,3
Cc1nc(Nc2cccc(C(C)O)c2)c2nnn(Cc3ccc(F)cc3)c2n1 (configuration not stated),1.5,3,1,-1,-10,-1,90,-6,10
COc1ncccc1-c1nnn(-c2ccc(Cl)c(Cl)c2)n1,0.8,11,6,1,3,-3,100,1,4
COc1ccc(/C=N/NC(=O)C2c3ccccc3-c3ccccc32)cc1,3.0,3,4,12,4,-1,88,-6,2
COc1ccc([N+](=O)[O-])cc1N(CC(=O)Nc1ccccc1C(=O)N1CCOCC1)S(C)(=O)=O,3.3,-4,4,-4,-8,-1,95,0,-2
CCOCCCNC(=O)C1CCCN1S(=O)(=O)c1ccc(Cl)cc1 (configuration not stated),-3.1,2,-3,-3,5,-2,102,7,0
CCOC(=O)c1[nH]c2ccc(F)cc2c1NC(=O)c1cc(OC)c(OC)c(OC)c1,4.1,8,-7,5,3,-7,92,9,4
Cc1nnc(SCC(=O)NC(C)(C)C)n1NCc1ccc(N(C)C)cc1,-1.4,-5,-8,-8,-1,-3,88,i,2
Cc1ccc(C(=O)N/C(=C\c2cn(C)c3ccccc23)C(=O)OCCN(C)C)cc1,0.5,2,-4,-3,-14,8,91,2,5

# Single records, as listed above:
# CCN(CCCNC(=O)COc1cc(=O)n(CC)c2ccccc12)Cc1ccccc1 as listed: PP5 inh = 3.3; EBNA-1 inh = -3; HCV core dimer = -1; PP1 counter = -1; ZTA counter = 6; TPT1 inh = 1; CR mimetic SO = 97; GASC-1 inh = 12; CTSL1 counter = 6
# CCc1cccc2sc(N3CCN(C(=O)c4ccc([N+](=O)[O-])o4)CC3)nc12 as listed: PP5 inh = 4.6; EBNA-1 inh = -7; HCV core dimer = -3; PP1 counter = 4; ZTA counter = -8; TPT1 inh = -2; CR mimetic SO = 96; GASC-1 inh = 17; CTSL1 counter = -1

# Of the compounds above, eight have an aryl thioether with sulfur outside any ring:
SMILES,PP5 inh,EBNA-1 inh,HCV core dimer,PP1 counter,ZTA counter,TPT1 inh,CR mimetic SO,GASC-1 inh,CTSL1 counter
CCCCc1c(O)nc(SCC(=O)NCC2CCCO2)[nH]c1=O (configuration not stated),4.5,3,-6,0,-17,-8,92,-2,-7
CCc1nnc(SCC(=O)Nc2ccccc2)nc1CC,2.0,-5,0,-6,-14,-2,78,2,16
CCN(CC)C(=O)CSc1nc2c(sc(=S)n2-c2ccccc2)c(=O)n1-c1ccc(OC)cc1OC,3.0,-15,9,6,-3,-2,118,-5,3
CCc1nnc(NC(=O)CSc2ccc(-c3ccc(-n4cccn4)cc3)nn2)s1,-1.1,-3,7,-1,-2,-2,96,-3,3
COc1cccc(NC(=O)Nc2nc(SC(C)(C)C)ns2)c1,5.2,11,5,17*,8,0,105,7,0
COc1ccc(NC2CCCN(C(=O)CSc3ccccc3)C2)cc1OC (configuration not stated),4.8,1,-8,1,3,0,96,18,-1
Cc1nc(NC(=O)CSc2nnc3ccccn23)c(Cl)cc1Cl,-2.0,1,-2,-2,7,-2,90,1,1
Cc1nnc(SCC(=O)NC(C)(C)C)n1NCc1ccc(N(C)C)cc1,-1.4,-5,-8,-8,-1,-3,88,i,2
